HEK293 tox = cytotoxicity counter-screen for GLP-1 receptor inverse agonists; Potency, µM (top dose mostly 38.3 µM), without a hit: at the top dose activity change, negative = inhibition, actives largely listed as inhibitors; 410,000 compounds, 0.13% hits; HEK293 cAMP-luciferase reporter cells, luminescence, 24 h;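 further: loss of luciferase light is scored as toxicity; potency means the concentration at half of the fitted maximal effect; on the % scale 0 is the no-effect control and ±100 the full control effect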
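Quantitative HTS format, 1536 wells, 200 cells/uL seeded. Compounds: 23 nL, 24 h, 37 °C. Detection: luciferase reagent, luminescence at 12 min RT; decreased signal taken as cytotoxic.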
KB-3-1 tox = kills parental KB-3-1 adenocarcinoma cells; Potency, µM (series often up to 46.1 µM), inactives show top-dose activity change, negative = cytotoxic, hits mostly cytotoxic; KB-3-1 viability, CellTiter-Glo ATP luminescence, 72 h; 400,000 compounds, 1.4% hits; further: potency means the concentration at half of the fitted maximal effect; on the % scale 0 is the no-effect control and ±100 the full control effect; nearly all actives have a fitted effect of over 60% in size
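Multi-concentration cytotoxicity screen in KB-3-1 cells grown in DMEM lacking phenol red with 10% FBS. After 72 h at 37 °C with compound, ATP-dependent luminescence was recorded.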
KB-V1 cytotox = KB-V1 MDR subline cytotoxicity | KB-V1 MDR cells viability, CellTiter-Glo, 72 h | Potency, µM (series often up to 46.1 µM), without a hit: top-dose activity change, negative = cytotoxicity, usual class: cytotoxic | 400,000 compounds, 3.4% hits; further: potency means the concentration at half of the fitted maximal effect; on the % scale 0 is the no-effect control and ±100 the full control effect; nearly all actives have a fitted effect of over 60% in size
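KB-V1 MDR subline cells in DMEM (phenol-red free, 10% FBS) exposed to compounds in qHTS concentration series for 72 h at 37 degrees C. Viability read by CellTiter-Glo luminescence; concentration-effect curves fitted after normalization and correction.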
DRD3 agonist = agonists of human D3 dopamine receptor; D3R DiscoveRx beta-arrestin cells, luminescence, 90 min; 410,000 compounds, 0.58% hits; max activation, %; AID 652048; in the data active means max activation above about 30%; further: 0% is about no effect; mostly tested at two doses, the higher about 12 µM
Target sequence (P35462 whole entry, looked up): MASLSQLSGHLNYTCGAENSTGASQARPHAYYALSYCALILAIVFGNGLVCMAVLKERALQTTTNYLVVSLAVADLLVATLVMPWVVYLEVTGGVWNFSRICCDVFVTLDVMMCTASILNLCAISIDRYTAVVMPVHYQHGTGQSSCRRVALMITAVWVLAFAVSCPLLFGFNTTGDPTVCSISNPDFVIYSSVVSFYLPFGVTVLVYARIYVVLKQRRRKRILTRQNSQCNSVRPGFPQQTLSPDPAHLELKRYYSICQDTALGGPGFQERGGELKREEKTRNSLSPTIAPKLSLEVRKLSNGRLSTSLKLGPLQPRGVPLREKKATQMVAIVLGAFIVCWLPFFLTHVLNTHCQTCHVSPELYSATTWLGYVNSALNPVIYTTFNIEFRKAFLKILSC
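Agonist mode: compounds and dopamine controls were applied to plated cells for 90 min at 37 degrees C after an overnight attachment at 1500 cells/well. Luminescent read-out followed 30 - 60 minutes at room temperature with DiscoveRx detection reagent.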
HT1080-NT tox = kills 2HG-producing HT-1080-NT fibrosarcoma cells; HT-1080-NT fibrosarcoma viability, CellTiter-Glo ATP luminescence, 48 h; Potency, µM (doses to about 46.1 µM), for the others: at the top dose activity, negative = less viability, usual class: cytotoxic; 360,000 compounds, 1.6% hits; AID 686970;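 further: NT is the 2HG producing partner of a matched IDH1 knockdown line; potency means the concentration at half of the fitted maximal effect; 0% = DMSO-treated cells and -100% = media-only wells without cells; nearly all actives have a fitted effect of over 55% in size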
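HT-1080-NT; 750 cells/well; 5% FBS RPMI; 48 h compound, 37 degrees C; CellTiter-Glo luminescence; curve fitting and curve-class assignment.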
SW480 rerep = inducers of DNA re-replication in SW480 colon cancer cells. Potency, µM (titrated, usually from 46.1 µM), inactives show at the top dose re-replication activation, actives largely listed as activators. SW480 DNA re-replication, Hoechst DNA content imaging, 48 h. 340,000 compounds, 1.8% hits; further: potency means the concentration at half of the fitted maximal effect; % of control where 0% means no effect; nearly all actives have a fitted effect of over 55% in size
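Image-based DNA-content assay: after two days of treatment, nuclei were labelled with the DNA dye Hoechst and imaged, and hits were compounds raising the count of nuclei showing high fluorescence intensity.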
MCF10A rerep = induces DNA re-replication in MCF 10a normal breast cells; MCF 10A DNA re-replication, Hoechst nuclear intensity, 48 h; Potency, µM (doses to about 46.1 µM), inactives show at the top dose activity, positive = re-replication, hits mostly activators; 350,000 compounds, 2.9% hits; further: potency means the concentration at half of the fitted maximal effect; % of control where 0% means no effect; nearly all actives have a fitted effect of over 50% in size
HT1080 IDH1KD tx = toxicity to HT-1080 IDH1 knockdown cells (counter line) | HT-1080 IDH1 knockdown viability, ATP luminescence, 48 h | 360,000 compounds, 2% hits | Potency, µM (doses to about 46.1 µM), for the others: at the highest dose activity, negative = toxicity, usual class: cytotoxic;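 further: potency means the concentration at half of the fitted maximal effect; 0% = DMSO wells and -100% = cell-free medium wells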
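Luminescent ATP read-out (CellTiter-Glo, 10 min at room temperature) after 48 h compound exposure at 37 °C gave viability of IDH1-knockdown HT-1080 cells. Activity was normalised to DMSO and cell-free wells, then fitted as concentration-response curves.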
IL-1B inflam inh = inhibitors of inflammasome signaling (IL-1 beta secretion) | AID 743279 | 360,000 compounds, 4.7% hits | THP-1 LPS/ATP IL-1B secretion, AlphaLISA, 16 h; stronger effect = lower value | activity change, % at 57.5 µM; in the data active means activity change below about -50%; inconclusive means mostly about -30% to -49%; further: on the % scale 0 is the no-effect control and ±100 the full control effect
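Secreted IL-1B measured by AlphaLISA bead assay after 16 h compound exposure of THP-1 cells; compounds (final up to 57.5 uM) added 1 h before LPS (250 ng/mL) and ATP (1.25 mM) stimulation; lower signal means less secretion.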
* = called active by the depositor; ? = inconclusive; . = not tested or not shown; [ ] = dose if it differs, or a comment. Unless noted, the call rests on the fitted dose curve; in most records, active means well fitted curve in the direction sought with a large enough effect; inconclusive means small, poorly fitted or top-dose-only effect, or another doubt; inactive means no such curve, though single readings can be large; an effect the other way counts as inactive or inconclusive.

entry	SMILES	HEK293 tox	KB-3-1 tox	KB-V1 cytotox	DRD3 agonist	HT1080-NT tox
1	CCOc1ccc(-c2nnc(SCC(=O)Nc3ccc(C)cc3C)o2)cc1	3%	-1%	?	-10	.
2	Cc1ccc([C@@H]2CC(=O)[C@@H]3CN(S(=O)(=O)c4ccc(C)cc4)[C@H](c4ccc(Cl)cc4)C[C@@H]3N2S(=O)(=O)c2ccc(Cl)cc2)cc1	-3%	7%	13%	5	-3%
3	Cc1ccc2oc(-c3ccc(C)c(NC(=O)Cc4cccs4)c3)nc2c1	0%	-4%	?	9	-2%
4	Cc1ccc2occ(-c3cc(-c4ccccc4)nc4c3COc3ccccc3-4)c(=O)c2c1	-8%	-1%	-20%	3	.
5	C/C=C\C(=O)Nc1cccc(C2=NOC3(C2)C[C@H](C(N)=O)N(C(=O)[C@H]2CCC(=O)N2)C3)c1 (stereo partly drawn)	-9%	-2%	16%	11	14%
6	Cc1ccc(-n2cccn2)c(CN2CCCC(CNC(=O)c3ccc(F)cc3)C2)c1 (stereo not drawn)	-1%	10%	-4%	-15	?
7	CC1=C(C(=O)Nc2ccccn2)C(c2ccc(Br)cc2)n2ncnc2N1 (stereo not drawn)	0%	25%	?	-10	0%
8	COc1cc(OC)cc(C(=O)Nc2cccc(NC(=O)c3cc(OC)cc(OC)c3)n2)c1	-19%	26%	?	10	3%
9	Cn1cnnc1SCc1ccc(C(=O)N=Nc2c(O)n(Cc3ccc(Cl)cc3)c3ccccc23)cc1	-8%	?	?	-3	-18%
10	COCCN(C(=O)CCC(=O)Nc1nccs1)C(C(=O)NC(C)(C)C)c1ccc(C)cc1 (stereo not drawn)	-4%	6%	-17%	38*	6%
11	O=S(=O)(Nc1ccccc1)N1CCCCC1	14%	0%	12%	5	7%
12	COc1cc(NC(=O)C2CC(c3ccccc3O)=NO2)cc(OC)c1OC (stereo not drawn)	-18%	1%	7%	-2	0%
13	CC(C)(C)NC(=O)COc1ccc(CNCc2cccs2)cc1	?	0%	?	-17	6%
14	Cc1ccc(NC(=S)N(CCCN2CCOCC2)Cc2ccccn2)cc1	-4%[1.53 µM]	0%	?	-12	11%
15	CN(CC(=O)Nc1ccc(Cl)c(C(F)(F)F)c1)C(=O)c1ccc2c(c1)NC(=O)CS2	?	-19%	2%	1	-24%

entry	SW480 rerep	MCF10A rerep	HT1080 IDH1KD tx	IL-1B inflam inh
1	.	.	.	.
2	.	.	7%	23
3	-38%[inhibitor]	2%	-15%	13
4	.	.	.	.
5	-5%	6%	9%	8
6	-3%	1%	-28%	-3
7	1%	0%	-9%	-4
8	-6%	7%	-13%	-5
9	?	?	-30%	?
10	-10%	-3%	3%	8
11	-11%	-35%[inhibitor]	7%	6
12	.	.	-1%	-25
13	-1%	-1%	-9%	8
14	-3%	22%	5%	10
15	-13%	10%	-30%	-24

Reprinted: entries 1 to 6
entry	SMILES	HEK293 tox	KB-3-1 tox	KB-V1 cytotox	DRD3 agonist	HT1080-NT tox
1	CCOc1ccc(-c2nnc(SCC(=O)Nc3ccc(C)cc3C)o2)cc1	3%	-1%	?	-10	.
2	Cc1ccc([C@@H]2CC(=O)[C@@H]3CN(S(=O)(=O)c4ccc(C)cc4)[C@H](c4ccc(Cl)cc4)C[C@@H]3N2S(=O)(=O)c2ccc(Cl)cc2)cc1	-3%	7%	13%	5	-3%
3	Cc1ccc2oc(-c3ccc(C)c(NC(=O)Cc4cccs4)c3)nc2c1	0%	-4%	?	9	-2%
4	Cc1ccc2occ(-c3cc(-c4ccccc4)nc4c3COc3ccccc3-4)c(=O)c2c1	-8%	-1%	-20%	3	.
5	C/C=C\C(=O)Nc1cccc(C2=NOC3(C2)C[C@H](C(N)=O)N(C(=O)[C@H]2CCC(=O)N2)C3)c1 (stereo partly drawn)	-9%	-2%	16%	11	14%
6	Cc1ccc(-n2cccn2)c(CN2CCCC(CNC(=O)c3ccc(F)cc3)C2)c1 (stereo not drawn)	-1%	10%	-4%	-15	?

entry	SW480 rerep	MCF10A rerep	HT1080 IDH1KD tx	IL-1B inflam inh
1	.	.	.	.
2	.	.	7%	23
3	-38%[inhibitor]	2%	-15%	13
4	.	.	.	.
5	-5%	6%	9%	8
6	-3%	1%	-28%	-3

(listing goes on)
entry	SMILES	HEK293 tox	KB-3-1 tox	KB-V1 cytotox	DRD3 agonist	HT1080-NT tox
16	COc1ccc(OC)c(NC(=O)CSc2nnc(-c3cnccn3)n2C)c1	-4%	-3%	-3%	-5	4%
17	Cc1ccc(C(=O)O)cc1NC(=O)CCc1ccccc1	13%	1%	13%	6	12%
18	CCCNC(=O)CS(=O)(=O)c1ccccc1	3%	26%	?	7	13%
19	CC(=O)NCCNc1nc2cc(-c3ccc(Cl)cc3C)sc2c(=O)n1C	0%	0%	0%	7	0%
20	COc1cc(C(=O)COC(=O)c2cc([N+](=O)[O-])ccc2N2CCOCC2)ccc1OC(F)F	?	21µM*	?	3	0%
21	Cc1ccc(C(=O)Nc2ccnc(-c3ccncc3)n2)cc1	12%	-17%	-27%	1	13%
22	O=C(Nc1ccccc1)Nc1cccc2nsnc12	16%[0.307 µM]	?	?	-4	?
23	COc1cc(C2c3c(oc4ccccc4c3=O)C(=O)N2Cc2ccc(C)cc2)ccc1O (stereo not drawn)	-3%	4%	?	5	.
24	O=C(CSc1nc2ncc(Br)cc2[nH]1)c1cccc([N+](=O)[O-])c1	-5%	-1%	11%	-5	14%
25	COc1ccc(C2=C/C(=C/c3cccnc3)C(=O)O2)cc1OC	-8%	23%	26%	-4	4%
26	Cc1cc(C)nc(N/N=C/c2ccccc2OCc2ccc(Cl)cc2)n1	?	15%	?	0	-22%
27	CC1=C(C(=O)N2CCOCC2)CC(CC(=O)NCc2cccs2)C(=O)N1Cc1ccccc1 (stereo not drawn)	2%	0%	13%	6	10%
28	O=C(NCc1ccccc1)C(c1ccccc1F)n1c(=O)c(-c2ccco2)nc2ccccc21 (stereo not drawn)	2%	20%	-10%	7	-4%
29	O=S(=O)(CCSc1nc2ccccc2o1)c1nc2ccccc2s1	?	-24%	12%	-11	10µM*
30	Cc1nnc(Oc2ccccc2F)c2ccccc12	-5%	3%	?	1	4%

entry	SW480 rerep	MCF10A rerep	HT1080 IDH1KD tx	IL-1B inflam inh
16	-3%	-2%	1%	2
17	-8%	-13%	8%	-7
18	-4%	3%	0%	0
19	.	.	5%	29
20	-2%	10%	-12%	?
21	-6%	-5%	16%	39
22	23%	?	?	-74*
23	.	.	.	.
24	-1%	0%	9%	14
25	-5%	12%	12%	23
26	?	16%	?	10
27	.	.	9%	3
28	.	.	0%	-5
29	4.6µM*	?	6.3µM*	-99*
30	-1%	-1%	3%	-3

Next section
entry	SMILES	HEK293 tox	KB-3-1 tox	KB-V1 cytotox	DRD3 agonist	HT1080-NT tox
31	[O-]/[N+](=C\C=C\c1ccccc1)c1ccccc1	?	-18%	12%	-5	2%
32	CCOc1cccc(-c2nc(C(N)=O)c3[nH]c(=O)n(-c4cccc(Cl)c4)c3n2)c1O	3%	18%	1%	-5	?
33	CC(=O)c1ccc(NC(=O)C2CCCN2S(=O)(=O)c2ccc(C)cc2)cc1 (stereo not drawn)	1%	5%	-21%	-2	6%
34	Cc1ccc(S(=O)(=O)N2CCC(=O)N(C(COCc3ccc(Cl)cc3)Cc3ccccc3)CC2)cc1 (stereo not drawn)	0%	2%	0%	17	2%
35	CCc1ccc(S(=O)(=O)Nc2c(C)nn(C)c2C)cc1	1%	?	-14%	-23	-6%
36	O=C(O)/C=C/C(=O)c1ccc(O)cc1	-19%	-1%	-19%	0	23%
37	COCCNC(=O)C1(C)CCCN(C(=O)c2cc(F)cc(F)c2)C1 (stereo not drawn)	6%	0%	2%	6	0%
38	CCC(=O)NNc1nc2c(F)cc(F)cc2s1	-26%	1%	5%	2	15%
39	CCN(CC)C(=O)c1sc2nc(-c3ccc(OC)cc3)cn2c1C	-10%	-14%	3.7µM*	-1	-1%
40	CCN(C(=N)N=C(N)N)c1ccccc1	-4%	-3%	?	-3	-1%
41	COc1ccc(Cc2n[nH]c(=S)n2Cc2ccccc2)cc1Cl	0%	-9%	?	-10	-3%
42	CCOC(=O)C1CCN(c2ncnc3c2cnn3C)CC1	-7%	3%	0%	-2	-3%
43	ON(CCc1ccncc1)Cc1ccccc1	1%	9%	14%	-2	12%
44	CS(=O)(=O)N1CCC2(CC1)OCCN2S(=O)(=O)c1ccccc1	9%	1%	?	2	1%
45	Cc1c(N=C2C=C(Br)C(=O)C(Br)=C2)c(=O)n(-c2ccccc2)n1C	?	-4%	-4%	5	-24%
46	CCOc1ccc(CCNC(=O)c2cnc3c(-c4ccc(F)cc4)c(C)nn3c2C)cc1	8%	-6%	-10%	8	.

entry	SW480 rerep	MCF10A rerep	HT1080 IDH1KD tx	IL-1B inflam inh
31	7%	-4%	0%	9
32	-9%	2%	-21%	9
33	-19%	-9%	0%	124
34	-3%	?	1%	6
35	-1%	-24%	-13%	19
36	?	-23%	11%	3
37	.	.	18%	14
38	-8%	-4%	6%	3
39	-1%	0%	1%	?
40	13%	10%	-1%	1
41	11%	3%	-17%	23
42	11%	-1%	-2%	-1
43	3%	-4%	9%	-3
44	-4%	-2%	8%	3
45	18%	5%	?	7
46	.	.	.	.

From PubChem
